Assay outcomes from PubChem BioAssay.
ATG4B inh = ATG4B protease inhibitors, primary screen, biochemical, fluorescence, uHTS; inhibition, % at 8.33 µM; ATG4B cleavage of LC3-PLA2, NBD-HPC fluorescence, 1 h; Cysteine protease ATG4B (Homo sapiens), Q9Y4P1; 0.51% of 340,000 active; AID 504462, 2011; in the data active = inhibition above about 40%
UBC13 polyUb = UBC13 polyubiquitin chain formation inhibitors, primary screen, biochemical, TR-FRET, uHTS | 0.47% of 330,000 active | inhibition, % at 20 µM | AID 485273, 2010 | Ubiquitin-conjugating enzyme E2 N (Homo sapiens), P61088; in the data active = inhibition above about 45%, passing the limit was not always enough
Target sequence (P61088 whole entry, looked up): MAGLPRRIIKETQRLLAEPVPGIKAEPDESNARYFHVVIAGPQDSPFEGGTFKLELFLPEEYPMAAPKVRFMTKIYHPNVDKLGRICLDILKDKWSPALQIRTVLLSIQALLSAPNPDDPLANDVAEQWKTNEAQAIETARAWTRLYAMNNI
EBI2 antag = EBI2 receptor antagonists, beta-arrestin recruitment, primary screen, cell-based, luminescence, 7a,25-OHC stimulation, uHTS. 7a,25-OHC stimulated. inhibition, % at 5 µM. AID 651636, 2012. G-protein coupled receptor 183 (Homo sapiens), P32249. 0.81% of 360,000 active; in the data active = inhibition above about 38%;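 note: enzyme fragment complementation signal reports receptor beta-arrestin coupling in cells; 0% = agonist plus DMSO wells and 100% = wells without agonist; some results beyond the cut were filed as inactive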
Target sequence (P32249 whole entry, looked up, the tested form may be a part): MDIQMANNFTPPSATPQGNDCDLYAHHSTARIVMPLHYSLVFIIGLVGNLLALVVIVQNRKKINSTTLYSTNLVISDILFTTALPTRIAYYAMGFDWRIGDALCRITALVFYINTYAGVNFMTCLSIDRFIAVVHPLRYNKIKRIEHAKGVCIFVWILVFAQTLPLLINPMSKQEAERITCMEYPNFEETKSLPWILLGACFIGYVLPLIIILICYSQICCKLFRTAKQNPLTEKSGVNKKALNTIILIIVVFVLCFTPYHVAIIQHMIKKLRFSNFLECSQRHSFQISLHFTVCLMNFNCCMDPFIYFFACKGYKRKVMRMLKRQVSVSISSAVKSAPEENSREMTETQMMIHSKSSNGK
CCR6 antagonist = CCR6 receptor antagonists, primary screen, cell-based, CHO-K1, luminescence, beta-arrestin, uHTS; inhibition, % at 20 µM; CHO-K1 CCR6 PathHunter beta-arrestin, CCL20-stimulated; 0.49% of 340,000 active; C-C chemokine receptor type 6 (Homo sapiens), P51684; AID 493098, 2011;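 active = compounds whose inhibition of the agonist-driven luminescence signal at 20 µM reaches about 50%, limit read from the data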;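 note: cells stimulated with CCL20 at 14 nM final; plate controls were DMSO with CCL20 for no effect and DMSO without agonist for full effect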
Target sequence (P51684 whole entry, looked up): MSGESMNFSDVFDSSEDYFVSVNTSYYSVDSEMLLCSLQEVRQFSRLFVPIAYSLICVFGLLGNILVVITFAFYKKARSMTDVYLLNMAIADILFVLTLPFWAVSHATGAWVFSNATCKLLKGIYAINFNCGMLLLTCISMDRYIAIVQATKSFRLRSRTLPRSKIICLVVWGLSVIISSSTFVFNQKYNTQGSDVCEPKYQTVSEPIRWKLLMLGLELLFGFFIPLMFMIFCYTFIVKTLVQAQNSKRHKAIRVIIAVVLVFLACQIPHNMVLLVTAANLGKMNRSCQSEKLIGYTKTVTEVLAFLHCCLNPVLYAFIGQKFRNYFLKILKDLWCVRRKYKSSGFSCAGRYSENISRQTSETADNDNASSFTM
Gli-Sufu antag = Gli-Sufu pathway antagonists, primary screen, luciferase luminescence, Sufu-KO-LIGHT cells, uHTS. Sufu-KO-LIGHT fibroblasts, Gli luciferase reporter luminescence. AID 588413, 2011. 0.74% of 340,000 active. inhibition, % at 5 µM;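 active = inhibition above about 55%, limit read from the data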;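 note: 0% = DMSO-treated cells and 100% = wells with medium but no cells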
CXCR6 inh = CXCR6 receptor inhibitors, primary screen, cell-based, beta-arrestin, luminescence, CHO-K1 PathHunter, 1536-well; C-X-C chemokine receptor type 6 (Homo sapiens), O00574; inhibition, % at 20 µM; 0.36% of 360,000 active; AID 602244, 2012; in the data active = inhibition above about 34%, passing the limit was not always enough;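 note: antagonist mode with CXCL16 agonist at 10 nM final; 0% = 10 nM CXCL16 with DMSO and 100% = unstimulated wells without agonist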
APJ antag = antagonists of human apelin receptor APJ, primary screen, CHO-K1 cells, beta-arrestin complementation, luminescence. P35414. inhibition, % at 20 µM. 0.32% of 330,000 active;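 active = inhibition above about 40% at 20 µM, limit read from the data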;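 note: cells challenged with 10 nM apelin-13 agonist together with compound; plate controls were apelin-13 plus DMSO wells for no effect and DMSO wells lacking apelin-13 for full effect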
APJ agonist = agonists of human apelin receptor APJ, primary screen, CHO-K1 cells, PathHunter beta-arrestin, luminescence; P35414; 0% DMSO wells, 100% apelin; activation, % at 20 µM; 0.11% of 330,000 active;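 active = activation more than six SD over the plate average, tested at 20 µM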;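 note: 0% = DMSO alone and 100% = apelin-13 at 10 nM; some results filed as inactive read as strong as hits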
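Incubation: overnight seeding, 90 min compound at 25 °C, 1 h detection; test system: PathHunter CHO-K1 APJ (AGTRL-1) beta-arrestin reporter cells; amount: 1000 cells/well; doses: one dose, 20 µM compound, 1% DMSO; measured by: beta-gal luminescence; measure: agonist-driven arrestin binding to APJ; benchmarks: negative DMSO alone, positive Apelin-13 at 10 nM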
* hit, by the source's call; / = not tested or not shown. Rows were taken by chance (roughly 3% active in at least one column).

SMILES	ATG4B inh	UBC13 polyUb	EBI2 antag	CCR6 antagonist	Gli-Sufu antag	CXCR6 inh	APJ antag	APJ agonist
COc1ccc2[nH]c(=O)c(C(c3nnnn3CC3CCCO3)N3CCCCC3)cc2c1 (configuration not stated)	-8	2	-6	1	-11	-1	13	-2
CS(=O)(=O)N(CC(=O)N1CCOCC1)c1cccc([N+](=O)[O-])c1	2	3	-4	7	2	0	4	-1
NC(Cc1c[nH]c2ccccc12)C(=O)NCc1ccco1 (configuration not stated)	-5	3	-18	1	0	5	5	-2
O=C(CSC(=S)N1CCCC1)Nc1cc2c(cc1Br)OCCO2	-2	4	1	9	0	1	-1	-1
CC(C)COC(=O)c1ccccc1OC(=O)c1ccncc1	-6	-5	-2	8	1	6	11	-3
NNC(=S)NCCc1ccccc1	-8	2	-1	13	-29	14	19	-2
O=C(Cc1cccs1)N/N=C/C=C/c1ccccc1	0	-20	-24	-3	2	-6	1	-1
CC(=O)Nc1ccc(NC(=O)C(C)OC(=O)c2oc3ccccc3c2C)cc1 (configuration not stated)	-3	-5	5	-4	18	1	-63	5
O=C(Nc1ccc(Cl)c(Cl)c1)Nc1nnc(-c2ccncc2)s1	5	/	-2	21	32	-9	/	/
O=C(NCCCCNC(=O)c1ccco1)c1ccco1	-1	-7	-4	9	-1	2	-1	-5
COC(=O)c1cc(NC(=O)c2cc(C(C)(C)C)nn2Cc2ccc(F)cc2)ccc1N1CCOCC1	3	14	27	10	/	3	-11	-3
O=C(NCCS(=O)(=O)N1CCN(c2ccccc2F)CC1)C1CC(=O)N(c2ccccc2)C1 (configuration not stated)	0	-4	-4	7	1	-5	17	1
OC1(c2cccc(C(F)(F)F)c2)CCN(c2ncnc3c2[nH]c2ccc(F)cc23)CC1	31	/	29	32	-20	0	/	/
O=C1CSC(=S)N1Cc1cccnc1	-16	-14	-7	15	42	-10	17	-1
COCc1c(C(=O)N/N=C/c2c[nH]c3ccccc23)nnn1-c1nonc1N	8	5	41	2	/	-4	13	0
COc1ccc(C(=O)NCc2c(CC(C)C)oc(C)c2C(=O)O)cc1	-4	-15	-20	-1	-4	-8	-7	-2
CCOc1ccc(CCNC(=O)CCn2nc(C)c3c(C)n(-c4ccccc4)nc3c2=O)cc1	0	4	3	-4	-6	6	0	-2
CC(O)Cc1cn(CC(=O)N2CCNCC2)nn1 (configuration not stated)	1	2	0	-16	-10	-4	-35	-4
CCOc1cc(-c2c(C#N)c(=O)[nH]c3c2c(C)nn3-c2ccc(F)cc2)ccc1O	2	2	-3	-16	3	11	18	3
CCOc1ccc(-c2nnc(N(CC)C(=O)C3CCC3)s2)cc1	-5	4	17	2	-21	9	7	-4

Continuation:
SMILES	ATG4B inh	UBC13 polyUb	EBI2 antag	CCR6 antagonist	Gli-Sufu antag	CXCR6 inh	APJ antag	APJ agonist
COc1ccccc1CNC(=O)c1nccnc1CO	4	-3	-7	2	8	7	8	-2
Cc1c(CCOC(=O)c2ccccc2)sc[n+]1Cc1ccccc1	-2	2	-5	0	-5	5	-1	-2
Cn1nc(C(F)(F)F)c(C(=O)Nc2ccc(Cl)cc2)c1Cl	-1	10	-1	13	4	8	13	-2
O=C1c2ccccc2C(=O)N1CSc1nnc2c3ccccc3n(CCc3ccccc3)c2n1	-6	0	9	0	10	3	15	-2
COc1cccc(C(=O)NC(=S)Nc2ccc(N3CCCC3)cc2)c1	-9	-8	8	23	-11	9	6	1
CN(/N=C/c1ccc(Cl)cc1Cl)c1ncc(Cl)cc1C(F)(F)F	-1	6	3	10	5	-11	4	-5
Cc1ccc2nc(SCC(=O)Nc3ccc(Br)cc3)nc(=O)n2c1	3	-10	4	14	2	5	18	-2
COc1cc(NC(=O)C2CSC3(C)CCC(=O)N23)c(OC)cc1Cl (configuration not stated)	-2	4	-6	7	-6	4	10	-8
Cc1cccc2cncc(OCc3nnc(SC(F)F)n3C)c12	-3	7	-1	-2	16	-1	0	1
O=C(Nc1ccccc1F)C1CCN(C(=O)Cc2ccccc2)CC1	-14	5	2	-20	7	-7	-2	-8
COC(=O)c1cc2c(s1)CS(=O)C2 (configuration not stated)	5	-3	4	-7	16	-3	3	4
Cc1nn(-c2ccccc2)c(Cl)c1/C=N/Nc1nc2ccccc2n1C	4	-23	26	13	-27	4	2	-1
CC(C)(C)OC(=O)N1CCC(C(=O)Nc2ccc(C(=O)NCCc3ccccc3)cc2)CC1	0	/	-4	2	-17	-1	/	/
Fc1ccc(CN2CCCCCCC2)cc1F	-1	4	-2	4	0	2	-15	-4
COc1ccccc1/C=C/C(=O)OCC(=O)Nc1c(F)cccc1F	-4	5	-4	-5	1	2	-21	-4
O=C(Nc1cccc(NC(=O)c2ccc(F)cc2)c1)c1ccc(F)cc1	4	-8	3	7	3	-7	7	2
COC(=O)[C@@]12CCCN1[C@H](c1ccc(-c3cccc(Cl)c3)c(OC)c1)[C@H]1C(=O)N(C)C(=O)[C@H]12	-2	2	-2	18	-2	4	3	-7
O=C(Oc1ccccc1N1C(=O)C2CC=CCC2C1=O)c1ccc(Br)cc1 (configuration not stated)	-8	-4	-4	12	52	-2	7	-1
Cc1c(O)c(=O)ccn1Cc1ccccc1	6	7	-7	4	19	-6	-6	6
Cc1ccc(S(=O)(=O)N2CCCCC2)cc1NC(=O)c1c(-c2ccccc2)noc1C	-5	6	6	9	-1	-6	9	-1

Other records:
SMILES	ATG4B inh	UBC13 polyUb	EBI2 antag	CCR6 antagonist	Gli-Sufu antag	CXCR6 inh	APJ antag	APJ agonist
CC(=O)N(c1ccccc1)C1CC(C)N(C(=O)c2ccccc2)c2ccccc21 (configuration not stated)	-10	-8	5	1	-5	9	11	-2
CCOc1ccccc1CNC(=O)CCCn1ncn2c(cc3occc32)c1=O	-1	-1	2	18	-1	6	-21	0
O=C(NCCc1cn2ccsc2n1)c1cccs1	-11	3	-8	3	-11	-6	-2	2
CSCC[C@H](NC(=O)c1cccs1)c1nnc2ccccn12	0	-1	-2	4	-8	8	9	4
CC(NC(=O)CN(C)CC(=O)Nc1ccc(Cl)cc1)c1ccc(F)cc1 (configuration not stated)	-4	0	-2	20	2	4	-26	-2
C=C(C)C(=O)NC1=NN(c2ccccc2)C(=O)C1	5	-16	-7	4	4	3	12	-2
COc1cccc(C(=O)SC2=NCCS2)c1	-8	7	-13	-8	6	2	-6	-2
NC(=O)C1CCN(c2nc(-c3ccc4ccccc4c3)cs2)CC1	-1	-18	-1	13	17	-1	3	1
C#CCSc1nnc(-c2c[nH]c3ccccc23)n1C	0	4	-6	4	0	-1	12	6
CC(C)C(=O)Nc1ccc(O)c(-c2csc(N)n2)c1	-5	-9	3	-15	1	-6	-6	-5
CCOc1cc(C=NN=C2c3ccccc3-c3ccccc32)ccc1O	-8	/	21	31	7	27	/	/
CCC(C)[C@H](NC(=O)c1cc2cc(Cl)ccc2n1C)C(=O)N1CCC[C@H]1C(=O)O (some centres not stated)	-8	-3	-1	7	8	0	-1	-2
CSc1ccccc1NC(=S)Nc1ccccc1C(F)(F)F	-6	-6	-1	0	-8	9	2	-1
O=C(N[C@@H]1c2ccccc2CC[C@@H]1OCc1ccccc1)c1ccc(C(F)(F)F)cc1	3	/	1	8	4	-1	/	/
O=C(O)COc1c(-c2ccco2)oc2ccccc2c1=O	-1	8	4	9	0	6	6	1
Cc1ccnc(NS(=O)(=O)c2ccc(NC(=O)C3CCCO3)cc2)n1 (configuration not stated)	-7	-8	-9	12	44	1	-4	1
COc1ccc(NC(=O)COc2cccc3c2CCNC3=O)cc1	-8	-7	0	1	-7	-1	0	13
Cc1ccccc1N=C1NC(=O)C(CO)(CO)S1	-9	-7	-6	-8	5	-3	6	0
O=C(Nc1ccccc1F)C(=Cc1sc(N2CCOCC2)nc1-c1ccccc1)C(=O)Nc1ccccc1F	-8	-23	31	17	10	7	19	-3
COc1cccc(CN(C)C(=O)Cn2cc(C)c(=O)[nH]c2=O)c1	/	/	2	8	-12	0	/	/

(listing goes on)
SMILES	ATG4B inh	UBC13 polyUb	EBI2 antag	CCR6 antagonist	Gli-Sufu antag	CXCR6 inh	APJ antag	APJ agonist
CN(C)/C(CN1CCCCC1)=C1\N=C(c2ccccc2)OC1=O	-3	-12	-1	-8	-10	2	10	-6
CCOc1ccc(C2NC(=O)NC(C)=C2[N+](=O)[O-])cc1OC (configuration not stated)	-5	-10	0	14	-6	7	-7	-1
O=C(NN1CCOCC1)c1c(-c2ccccc2)sc2ccccc12	1	12	-10	7	4	7	7	-3
Cc1ccc2[nH]c(-c3ccccc3)c(CN(C)C)c(=O)c2c1	0	3	1	0	-11	-3	7	-3
CC/C(=N\NC(=S)Nc1ccc(OC)cc1)c1ccc(OC(F)F)cc1	-3	-1	4	44	-3	12	3	-3
C/C(=N\NC(=O)c1ccc(O)cc1)c1cccc(NC(=O)c2ccccc2C)c1	-8	5	-1	15	-29	1	12	-5
Cc1ccc(CSCC(=O)Nc2ccccc2C(=O)O)cc1	-3	-10	-7	7	-53	-1	11	0
Clc1ccc(SCc2cc(-c3ccc(Cl)cc3)on2)cc1	-4	-2	10	9	-1	-7	-2	0
CC(=O)c1ccc(NS(=O)(=O)c2ccc3c(c2)N(C)CCO3)cc1	-1	-6	4	-3	9	-5	6	-1
O=C(NCC(c1ccc(F)cc1)N1CCOCC1)c1cccnc1Sc1ccccc1 (configuration not stated)	-2	1	3	-2	-1	0	12	-3
COc1cccc(/C=N\NC(=O)c2sc(N)nc2C)c1OC	-6	105*	0	-8	2	-5	6	-4
O=[N+]([O-])c1c(NCc2ccco2)ccc2nonc12	-5	-19	-18	0	13	-6	-52	3
CCc1ccccc1NCC(=O)Nc1ccc(Cl)c(C(F)(F)F)c1	19	9	12	12	7	-18	1	2
C=CCSc1nc2sc3c(c2c(=O)n1CC)CCc1ccccc1-3	1	-14	37	12	5	1	-9	0
COc1ccc(OCC(=O)NNC(=O)C2CCC2)cc1	1	-9	-6	-5	-19	9	9	-4
COc1ccc(C(=O)Nc2cc(=O)n(C)c(=O)n2C)cc1	8	-1	-6	-3	-4	-2	3	-4
CSc1nc(C)cc(OCC(=O)N2CCOCC2)n1	-3	-2	-15	7	22	1	-7	-1
CC(OC(=O)CC1Sc2ccccc2NC1=O)C(=O)N(C)Cc1ccccc1 (configuration not stated)	4	/	10	14	-6	-3	/	/
C/C(=N\Nc1ccc(F)cc1F)c1ccccc1O	6	-20	10	-4	-9	-11	6	0
O=C(CS(=O)(=O)Cc1ccccc1)NCc1ccco1	0	-9	1	3	17	-7	12	1

Further structures follow:
SMILES	ATG4B inh	UBC13 polyUb	EBI2 antag	CCR6 antagonist	Gli-Sufu antag	CXCR6 inh	APJ antag	APJ agonist
CC(OC(=O)CCCSc1nc2ccccc2s1)C(=O)NC(N)=O (configuration not stated)	5	-3	6	3	0	-10	2	-4
CC1(C)Cc2ccccc2C(NNC(=O)c2ccncc2)=N1	4	-8	-5	11	1	1	-6	-6
CC1CN(C(=O)CCC(=O)NC2CCN(Cc3ccccc3)CC2)c2ccccc2O1 (configuration not stated)	-23	5	-3	-2	-1	4	4	-4
CCOc1ccc(OCCSc2nc(C)cc(=O)[nH]2)cc1	-7	3	3	-2	-15	1	9	-1
